TSG101-PTAP inh: blocks PTAP/TSG101 interaction to inhibit HIV-1 budding | Fluorescence polarization, FITC-PTAP peptide / Tsg101 binding | Potency, µM (top dose mostly 115 µM), without a hit: at the top dose activity change, negative = inhibition, actives largely listed as inhibitors | 340,000 tested, under 10 active | AID 493005; active = well fitted inhibition curve with a large enough effect in the main read-out, with a control signal flat, not every such curve was filed as active; inconclusive = small, poorly fitted or top-dose-only effect, or effect the other way, or a change in a side signal; inactive = no such curve, though single readings can be large or run the other way; also: potency is read from the fitted curve at half-maximal effect; % of control where 0% means no effect
Target sequence (Q99816 whole entry, looked up): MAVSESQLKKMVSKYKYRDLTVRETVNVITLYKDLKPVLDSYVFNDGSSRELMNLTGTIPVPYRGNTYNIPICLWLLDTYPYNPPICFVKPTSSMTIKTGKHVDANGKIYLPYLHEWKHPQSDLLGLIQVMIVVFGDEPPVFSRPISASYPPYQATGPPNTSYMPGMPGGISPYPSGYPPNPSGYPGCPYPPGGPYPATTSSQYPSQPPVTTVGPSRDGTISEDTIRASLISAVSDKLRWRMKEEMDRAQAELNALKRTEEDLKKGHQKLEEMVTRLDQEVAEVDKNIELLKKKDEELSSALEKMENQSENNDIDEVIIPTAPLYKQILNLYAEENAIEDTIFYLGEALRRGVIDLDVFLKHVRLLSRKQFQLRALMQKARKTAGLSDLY
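FP read-out: FITC-PTAP peptide, 50 nM final, binding Tsg101 binding domain, 10 uM final; 20 min, r.t.; 10 mM HEPES pH 7.5, 0.15 M NaCl, 0.01% Tween 20, 3 mM EDTA, 0.1 mM TCEP.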
CXXC DNA block: blocks binding of human MLL CXXC domain to DNA. Q03164. MLL-CXXC / FITC-HOXA9 DNA fluorescence polarization. Potency, µM (titrated, usually from 115 µM), inactives show at the highest dose activity change, negative = inhibition, actives largely listed as inhibitors. actives 0.037% (n = 290,000). AID 2662; active = well fitted inhibition curve with a large enough effect in the polarisation, with a control signal flat, not every such curve was filed as active; inconclusive = small, poorly fitted or top-dose-only effect, or effect the other way, or a change in a side signal; inactive = no such curve, though single readings can be large or run the other way; the % refers to the polarisation; also: potency is read from the fitted curve at half-maximal effect
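Fluorescence polarization: 7 uM MLL-CXXC (stock) preincubated 5 min with compounds, then 50 nM fluorescein-HOX-A9 DNA (stock) added; 30 min ambient. Buffer 50 mM Tris-HCl pH 7.5, 50 mM NaCl, 1 mM DTT, 0.05% BSA.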
TCR activator: activates T cell receptor signaling; Potency, µM (highest dose often 9.22 µM), inactives show at the top dose activation of IL-2 secretion, hits mostly activators; primary human leukocytes, anti-CD3, IL-2 HTRF, 48 h; 330,000 tested, under 10 active; also: % of control where 0% means no effect
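TCR engagement came from a-CD3 beads alone, with compounds added to primary human leukocytes for 48 hr. Secreted IL-2 bridged europium cryptate- and d2-labelled anti-IL-2 antibodies, giving FRET emission at 665nm after 320nm excitation.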
ELG1 repair inh: ELG1-dependent DNA repair inhibition | HEK293T ELG1-luciferase reporter, luminescence, 16 h; DNA damage induced by 5-fluorouridine | Potency, µM (highest dose often 46.1 µM), without a hit: at the highest dose activity change, negative = inhibition, usual class: inhibitors | actives 2.3% (n = 330,000); also: potency is read from the fitted curve at half-maximal effect; % is scaled to controls: 0 for no effect and ±100 for the full control effect; nearly all actives have a fitted effect of over 55% in size
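5-Fluorouridine DNA damage + compound/DMSO, 2,000 cells/well, 16 h, 37 °C/5% CO2. ONE-Glo, 30 min RT, luminescence. Readout = decrease in reporter signal.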
TRPV1 agonist: human TRPV1 agonism | Q8NER1 | actives 0.19% (n = 320,000) | TRPV1-expressing cells, Fluo-8 calcium influx, agonist mode | activation, % at 8.33 µM | AID 540275; in the data active = activation above about 80%; inconclusive = between about 30% and that limit; also: 0% is about no effect
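Fluo-8 calcium influx in TRPV1-expressing cells, kinetic read (ex 480/em 520 nm). Compound added and read 3 min for agonist activity, followed by capsaicin at EC20 final and 2 min further read for enhancement.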
p53 reactivator: mutant p53 re-activation in reporter cells; H1299 p53-A138V BP100-luciferase reporter, luminescence, 24 h; actives 0.063% (n = 320,000); Potency, µM (titrated, usually from 92.2 µM), without a hit: at the highest dose activity change, positive = activation, most hits filed as activators; also: potency is read from the fitted curve at half-maximal effect; % of control where 0% means no effect; nearly all actives have a fitted effect of over 45% in size
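p53-null H1299 cells stably carrying temperature-sensitive p53-A138V and a BP100-luciferase reporter were pinned with compounds (4-point, 1:5 series) and held 24 hrs at 37 deg C. Luminescence was read 10 min after detection reagent.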
AT treatment: potential ataxia-telangiectasia treatments restoring KAP-1 phosphorylation | actives 0.19% (n = 320,000) | […] A-T fibroblasts, KAP-1 phosphorylation AlphaLISA; neocarzinostatin DNA damage 30 min before lysis | AID 485349 | Potency, µM (series often up to 57.5 µM), for inactives: top-dose activation, actives largely listed as activators; also: potency is read from the fitted curve at half-maximal effect; % of control where 0% means no effect; nearly all actives have a fitted effect of over 45% in size
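hTERT-immortalized A-T patient fibroblasts ([…]), 500 cells/well in OPTI-MEM, 1% FBS, got compounds for 60 min, then NCS for 30 min at 37C. Lysates were then assayed for phospho-KAP-1 by AlphaLISA (anti-pKAP1 donor, anti-KAP1 acceptor beads), 6 hr at 25C.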
B2AR arrestin: beta2AR (human) beta-arrestin recruitment activity | beta-arrestin recruitment to beta2AR, cell-based reporter | actives 0.02% (n = 330,000) | P07550 | Potency, µM (titrated, usually from 46.1 µM), without a hit: at the highest dose activation, hits mostly activators;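 also: potency is read from the fitted curve at half-maximal effect; 0% = DMSO controls and full agonism = EC100 isoproterenol or metaproterenol; nearly all actives have a fitted effect of over 65% in size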
Target sequence (P07550 whole entry, looked up): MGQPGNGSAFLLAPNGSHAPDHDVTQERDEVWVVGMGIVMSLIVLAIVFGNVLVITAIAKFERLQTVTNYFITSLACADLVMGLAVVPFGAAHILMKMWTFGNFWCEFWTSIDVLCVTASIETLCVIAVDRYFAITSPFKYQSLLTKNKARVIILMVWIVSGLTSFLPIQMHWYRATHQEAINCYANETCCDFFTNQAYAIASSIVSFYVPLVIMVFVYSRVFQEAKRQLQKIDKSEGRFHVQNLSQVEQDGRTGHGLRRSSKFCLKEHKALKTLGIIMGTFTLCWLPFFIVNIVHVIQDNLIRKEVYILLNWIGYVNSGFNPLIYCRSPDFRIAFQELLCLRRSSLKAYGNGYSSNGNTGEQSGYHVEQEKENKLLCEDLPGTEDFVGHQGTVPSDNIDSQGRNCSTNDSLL
Integrin act MD: activates integrin-mediated alleviation for muscular dystrophy | alpha7betagal myoblasts, beta-gal FDG fluorescence, 48 h | Potency, µM (top dose mostly 38.3 µM), inactives show top-dose activation, usual class: activators | actives 0.064% (n = 350,000) | AID 624291;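 also: potency is read from the fitted curve at half-maximal effect; 100% = response of the positive control SU9516; nearly all actives have a fitted effect of over 60% in size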
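Alpha7betagal+/- myoblasts (passage 13) were plated 16-24 hr, then exposed to compounds (1:260 dilution of DMSO stock) for 48 hours at 37C. After MPER lysis, β-galactosidase reporter activity was read as FDG fluorescence (ex 480/em 540) after 30 minutes.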
BRCA1 expr act: increases BRCA1 expression; Potency, µM (series often up to 46.1 µM), for the others: top-dose activation, usual class: activators; actives 1.1% (n = 380,000); MCF7-BRCA1-FFLuc reporter, luminescence, 48 h; response scale: scaled: vehicle 0%, 10 µM genistein 100%; also: potency is read from the fitted curve at half-maximal effect; nearly all actives have a fitted effect of over 80% in size; some results filed as inactive show a strong effect at the top dose
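MCF7-BRCA1-FFLuc, 2000 cells/well; 2 h attach, 37 °C/5% CO2; compound 48 h; luciferase substrate 15 min; luminescence end-point. Norm. to genistein 10 microM max activation and DMSO; concentration-response curves fitted.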
* hit, by the source's call; ? = inconclusive; nt = no result given; [ ] = dose if it differs, or a comment. Unless noted, calls follow the shape of the dose curve; as a rule, active = well fitted curve in the direction sought with a large enough effect; inconclusive = small, poorly fitted or top-dose-only effect, or another doubt; inactive = no such curve, though single readings can be large; an effect the other way counts as inactive or inconclusive.

item | smiles | TSG101-PTAP inh | CXXC DNA block | TCR activator | ELG1 repair inh | TRPV1 agonist | p53 reactivator | AT treatment | B2AR arrestin | Integrin act MD | BRCA1 expr act
1 | O=C(COC(=O)Cc1c(F)cccc1Cl)NC(=O)c1ccccc1 | -2% | 6% | -7% | -2% | 19 | 11% | 7% | -0.1% | 26% | 22%
2 | CC(C)Cc1nc2n[nH]c(N)c2c2c1CCC2 | 0% | 7% | -2% | 4% | -1 | 0% | -1% | 0.0% | -23% | -16%
3 | Clc1ccc(OCCn2ccnc2)c(Br)c1 | -4% | 0% | 2% | -10% | -3 | -1% | nt | 0.2% | 4% | -3%
4 | COC(=O)Cc1nc2c(N)nc(N)nc2[nH]c1=O | -5% | nt | 2% | nt | nt | nt | nt | nt | -21% | 0%
5 | COc1ccc(CCNC(=O)CSc2nc3c(c(=O)n(C)c(=O)n3C)n2C(C)C)cc1OC | -9% | 1% | nt | -1% | -3 | -3% | 4% | 0.2% | -7% | 5%
6 | O=C(Nc1ccccc1)NC1CCCCC1 | -2% | 9% | 2% | ? | ? | 22% | 1% | -1.0% | 2% | ?
7 | CC(C)(C)c1ccc(S(=O)(=O)NCC(=O)Nc2ccc(-c3nc4ccccc4s3)cc2)cc1 | -2% | 35%[activator] | 9% | ? | 2 | ? | 2% | -0.1% | -25% | 54%
8 | C/C(=N\NC(=O)c1cc(-c2ccc(Cl)s2)[nH]n1)c1ccncc1 | -5% | -1% | -2% | 0% | 8 | -5% | -5% | -0.4% | 0% | -23%
9 | CC(C)CCN1CCN(Cc2ccc3nsnc3c2)CC1CCO (stereo unspecified) | 0% | 6% | -2% | 2% | 0 | -3% | 4% | -0.8% | -23% | 28%
10 | O=C(Cn1cnc2scc(-c3ccccc3)c2c1=O)NCc1ccco1 | -1% | -1% | 1% | -14% | -1 | ? | -2% | -0.2% | 0% | 0%

Next part, overlapping the part above by 2 compounds.
item | smiles | TSG101-PTAP inh | CXXC DNA block | TCR activator | ELG1 repair inh | TRPV1 agonist | p53 reactivator | AT treatment | B2AR arrestin | Integrin act MD | BRCA1 expr act
9 | CC(C)CCN1CCN(Cc2ccc3nsnc3c2)CC1CCO (stereo unspecified) | 0% | 6% | -2% | 2% | 0 | -3% | 4% | -0.8% | -23% | 28%
10 | O=C(Cn1cnc2scc(-c3ccccc3)c2c1=O)NCc1ccco1 | -1% | -1% | 1% | -14% | -1 | ? | -2% | -0.2% | 0% | 0%
11 | C[C@H](CO)N1C[C@H](C)[C@@H](CN(C)S(=O)(=O)c2ccc(F)cc2)Oc2c(NC(=O)Nc3ccc4c(c3)OCO4)cccc2C1=O | -4% | nt | 7% | ? | nt | -1% | -11% | 0.1% | 2% | -3%
12 | CCC(=O)NC(Cc1ccccc1)c1nc2ccccc2[nH]1 (stereo unspecified) | 1% | 3% | -9% | 13% | 0 | ? | 0% | -0.1% | -10% | 0%
13 | Cc1cccc(NC(=O)c2ccc(OCc3c(C)noc3C)cc2)c1 | -4% | nt | -4% | -19% | ? | 4% | 0% | -0.6% | 1% | 21%
14 | COc1ccc2c(c1)S(=O)(=O)c1ccccc1N2 | 2% | 40%[activator] | 5% | 16% | 5 | -1% | 25% | -0.5% | 6% | -16%
15 | COc1ccc(C2COC(=O)C2=N)c(NC(=O)c2ccc(Cl)cc2)c1 (stereo unspecified) | 2% | -5% | -3%[46.1 µM] | -6% | 1 | -7% | -10% | 3.7% | -10% | -45%
16 | C=CCOc1ccc(/C=C/C(=O)OCC(=O)NCCC2=CCCCC2)cc1 | -2% | ? | 2% | 13% | 4 | 9% | -7% | 3.0% | -3% | -6%
17 | CC(=O)Nc1ccc2nc(NC(=O)c3ccc([N+](=O)[O-])o3)sc2c1 | 0% | -25% | 10% | 21µM* | -1 | ? | 6% | 0.1% | -28% | -67%
18 | CN(Cc1ccccc1)C(=O)COC(=O)c1ccc(Cl)cc1N | 1% | 1% | 1% | -4% | 8 | -2% | 1% | 0.4% | 5% | 42%
19 | NS(=O)(=O)c1cccc(NC(=O)c2cc(-c3cccs3)nc3ccccc23)c1 | 0% | 8% | -1% | ? | 19 | -7% | -3% | 0.6% | -24% | -9%
20 | O=C1CCN(Cc2ccc(Br)cc2)CCN1[C@H](CO)Cc1ccccc1 | -3% | -4% | -6% | -17% | 6 | nt | 0% | -1.2% | -3% | -25%
21 | O=C(O)CSc1nnc(COc2ccccc2)n1-c1ccccc1 | -2% | 5% | 4% | -3% | 2 | nt | 5% | -0.2% | -15% | -2%
22 | CS(=O)(=O)NCc1nnc(SCc2ccccc2C(F)(F)F)o1 | 0% | 7% | 0% | 6% | 6 | -16% | -8% | -3.0% | -7% | 0%
23 | COc1cccc(CN(C)C(=O)CCC(=O)c2cc(Br)ccc2OC)c1 | 0% | nt | -2% | -10% | nt | -3% | 14% | -0.9% | 1% | -26%
24 | Nc1nc(SCC(=O)N2CCc3ccccc3C2)[nH]c(=O)c1-c1ccccc1 | -5% | 3% | 5% | 11% | 9 | 10% | -12% | -0.3% | 9% | 60%
25 | Cc1ccc(NC(=O)c2ccc(NS(=O)(=O)c3c(C)noc3C)cc2)cc1C | -2% | 14% | 0% | 4% | 7 | -4% | -1% | -0.1% | -12% | -20%
26 | CN1C(=O)c2ccc(Oc3ccccc3)cc2C1=O | -1% | nt | -8% | nt | nt | nt | nt | nt | -12% | 4%
27 | Cc1cccc(C(=O)NN(C)c2nc(-c3ccccc3)nnc2C(F)(F)F)c1 | -5% | 15% | 2% | -7% | 3 | -5% | 9% | -0.6% | -15% | -42%
28 | O=C(Nc1ccc(Cl)c(C(F)(F)F)c1)C1CCCN(S(=O)(=O)c2cnc[nH]2)C1 (stereo unspecified) | -1% | 4% | -3% | 1% | 16 | -7% | -3% | -0.9% | -13% | -34%
29 | Cc1cc(CNC(=O)c2cccc([N+](=O)[O-])c2C)c2ccccc2n1 | -3% | 1% | -26% | ? | 14 | -6% | -5% | -1.0% | -45% | -39%
30 | CCC(CO)Oc1cc(NCc2ccccc2Cl)c2ncn(C(C)C)c2c1 (stereo unspecified) | -2% | nt | -1% | ? | 27 | 4% | 14% | 0.7% | 11% | -12%
31 | COc1cc(OC)cc(C(=O)Nc2ccc3c(c2)OCCO3)c1 | -2% | 6% | -2% | ? | -5 | 11% | ? | -0.2% | 17% | 13µM*
32 | COc1cc2c(cc1OC)CN(C(=O)c1cccc(S(=O)(=O)N(C)C)c1)CC2 | -1% | -23% | 3% | 0% | -3 | -1% | 15% | 0.5% | 20% | -1%
33 | Cn1nnc2c[n+](CC(=O)c3ccc(Cl)cc3)cc(Br)c21 | -1% | -6% | 1% | 0% | 3 | 12% | -15% | 0.3% | -40% | -61%
34 | COC(=O)CN1C(=O)CC(C)(C)Sc2ccccc21 | 0% | 3% | -2% | 19% | -5 | 3% | 5% | -1.7% | 41% | 4%
35 | CN(CCN1CCc2ccccc2C1)Cc1nc(Cc2ccccc2F)no1 | 2% | -11% | 4% | 1% | 1 | -2% | 5% | -0.4% | 3% | -5%
36 | CCOC(=O)c1sc2nc(C)nc(Nc3ccc(OC)cc3)c2c1C | -1% | -9% | -44% | 6% | 5 | 6% | 4% | -0.1% | 0% | -37%
37 | Oc1cc2ccccc2cc1-c1n[nH]c(=S)n1Cc1ccco1 | -5% | 38%[activator] | 1% | -7% | -3 | 0% | -4% | 6.1% | ? | -10%
38 | COc1ccc(C2C(C(=O)Nc3cccnc3)=C(C)Nc3nc(-c4cccs4)nn32)cc1OC (stereo unspecified) | 0% | 7% | 1% | -12% | -3 | 0% | 2% | 0.4% | 8% | 4%
39 | CCc1ccc(/C=N/n2c(COc3ccccc3)n[nH]c2=S)cc1 | 1% | 2% | -4% | 7% | -2 | 0% | -9% | -0.9% | -11% | 0%
40 | CCN(CC)CCNC(=S)Nc1ccc(F)cc1 | -8% | -3% | nt | 16% | -4 | 8% | -1% | -0.9% | ? | -61%
41 | NNC(=O)Cn1nc(Cc2ccccc2)n(N)c1=O | -5% | nt | 4% | 23% | -10 | -2% | -5% | 3.2% | 15% | -5%
42 | CCOc1ccc(NC(=O)CN(C)C(=O)c2ccccc2OCc2cccc(C)c2)cc1OCC | 0% | nt | -8% | 10µM* | 3 | 0% | -3% | 11% | -16% | -45%

Profiles from above. Order of values: TSG101-PTAP inh, CXXC DNA block, TCR activator, ELG1 repair inh, TRPV1 agonist, p53 reactivator, AT treatment, B2AR arrestin, Integrin act MD, BRCA1 expr act
`NS(=O)(=O)c1cccc(NC(=O)c2cc(-c3cccs3)nc3ccccc23)c1` is entered as 0%, 8%, -1%, ?, 19, -7%, -3%, 0.6%, -24%, -9%
`CCOC(=O)c1sc2nc(C)nc(Nc3ccc(OC)cc3)c2c1C` is entered as -1%, -9%, -44%, 6%, 5, 6%, 4%, -0.1%, 0%, -37%

Screens from PubChem BioAssay.
